# PAFAH1B3 inh: PAFAH1B3 enzyme inhibitors, primary screen, biochemical, fluorescence polarization, human | recombinant PAFAH1B3, FP-rhodamine probe | AID 492972, 2010 | inhibition, % at 3.39 µM | Platelet-activating factor acetylhydrolase IB subunit alpha1 (Homo sapiens), Q15102 | actives 0.28% (n = 340,000);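 active = inhibition above the screen-wide average of all tested compounds plus 3 SD, cut at about 25% in these data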;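 also: 0% = enzyme with DMSO only and 100% = wells lacking PAFAH1B3 protein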
# Target sequence (Q15102 whole entry, looked up): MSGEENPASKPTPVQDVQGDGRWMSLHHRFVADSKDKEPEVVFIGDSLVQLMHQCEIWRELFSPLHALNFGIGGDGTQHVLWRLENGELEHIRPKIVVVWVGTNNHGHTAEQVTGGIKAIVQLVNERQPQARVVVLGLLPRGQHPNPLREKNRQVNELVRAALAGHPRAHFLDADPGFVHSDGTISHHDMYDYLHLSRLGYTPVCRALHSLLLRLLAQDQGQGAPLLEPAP
# PAFAH2 inh: PAFAH2 enzyme inhibitors, primary screen, biochemical, fluorescence polarization, human; actives 0.99% (n = 340,000); recombinant PAFAH2, FP-rhodamine activity probe; inhibition, % at 3.39 µM;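 active = inhibition above the mean over all tested compounds plus 3 SD, cut at about 30% in these data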;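 also: inhibitors block probe labeling of enzyme so polarization drops; 0% = enzyme with DMSO and 100% = wells lacking PAFAH2 protein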
# PAFAH1B2 FP inh: PAFAH1B2 enzyme inhibitors, primary screen, biochemical, fluorescence polarization, human; Platelet-activating factor acetylhydrolase IB subunit alpha2 (Homo sapiens), P68402; recombinant PAFAH1B2, FP-rhodamine activity probe; inhibition, % at 3.39 µM; actives 1.2% (n = 340,000);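 active = inhibition above the mean of all tested compounds plus 3 SD, cut at about 24% in these data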;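 also: 0% = enzyme with DMSO and 100% = wells lacking PAFAH1B2; many of its hits are not listed in these tables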
# Target sequence (P68402 whole entry, looked up): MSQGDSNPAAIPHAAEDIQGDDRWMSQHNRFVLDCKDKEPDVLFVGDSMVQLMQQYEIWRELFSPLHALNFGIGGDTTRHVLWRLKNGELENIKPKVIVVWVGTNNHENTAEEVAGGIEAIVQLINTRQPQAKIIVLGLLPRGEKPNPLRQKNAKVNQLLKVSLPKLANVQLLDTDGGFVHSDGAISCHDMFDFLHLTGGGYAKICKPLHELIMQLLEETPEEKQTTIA
# * hit, by the source's call.
PAFAH1B3 inh,PAFAH2 inh,PAFAH1B2 FP inh,canonical_smiles
12,1,1,Cc1nc(CNC(=O)CC2C(=O)NCCN2Cc2ccc(F)cc2)cs1 (stereo unspecified)
8,2,0,CC(C)n1cc(C#N)c(N)n1
3,8,-2,COC(=O)c1sc(N2C(=O)c3oc4ccccc4c(=O)c3C2c2cccs2)nc1C (stereo unspecified)
1,-7,1,CC1CCCN(S(=O)(=O)c2ccc(S(=O)(=O)N3CCCN(Cc4ccccc4)C3)cc2)C1 (stereo unspecified)
5,-5,2,C[C@H](O)[C@@H]1C(=O)N2CCc3ccc(N4CCOCC4)cc3[C@@H]2C[C@@H]1N(C)C(=O)Nc1ccccc1
8,-1,6,CCc1ccccc1NC(=O)CN1CCN(C(=O)c2ccc(OCc3cn4ccccc4n3)cc2)CC1
-3,2,-1,Cc1ccc(NS(=O)(=O)c2ccc(Cl)nc2)c(C)c1
0,-3,6,CC(=O)N(c1ccccc1)C(C(=O)c1ccccc1)c1ccccc1 (stereo unspecified)
-2,-1,3,COc1ccc(-c2cc(C(F)(F)F)n3nc(C(=O)Nc4c(C)n(C)n(-c5ccccc5)c4=O)cc3n2)cc1
-2,5,-2,Cc1ccc(NC(=O)CSCC(=O)Nc2cc(S(=O)(=O)N3CCOCC3)ccc2OC(C)C)cc1
12,1,3,O=C1Cc2cc(O)ccc2O1
-4,-12,3,CCCCN1CC(COCc2ccccc2)Oc2cccc(Oc3ccccc3)c2S1(=O)=O (stereo unspecified)
3,5,1,Cc1[nH]nc(C(F)(F)F)c1N=NN1CCOCC1
2,3,6,Cn1c(/C=C/c2ccccc2[N+](=O)[O-])nc2ccccc2c1=O
0,10,8,Cc1ccc(C(=O)COC(=O)c2cccc(O)c2)s1
1,5,6,NC(=O)COc1ccc2oc(-c3ccccc3)cc(=O)c2c1
0,6,2,C#CCn1cc(C=C2C(=O)c3ccccc3C2=O)c2ccccc21
3,2,2,O=C(c1ccc(Cl)cc1)C1C2C(=O)N(c3ccccc3)C(=O)C2C2CCCN21 (stereo unspecified)
9,-2,5,CC12CCC(C(=NO)C1=O)C2(C)C (stereo unspecified)
-3,-6,4,OC(CNCCc1ccc(Cl)cc1)COc1ccc2ccccc2c1 (stereo unspecified)
-5,-5,-5,COc1ccc(C(=O)N/N=C/c2ccc(OC)c(COc3c(F)c(F)cc(F)c3F)c2)cc1
10,7,-3,Nn1c(SCC(=O)Nc2nccs2)nnc1-c1ccco1
10,6,-2,COc1ccc(S(=O)(=O)N2CCN(Cc3cc(OC)c(OC)c(OC)c3)CC2)cc1
3,0,5,O=C(c1ccc2noc(-c3ccccc3)c2c1)N1CCN(c2ccccc2)CC1
3,2,2,CCC(C)C(N=C1NS(=O)(=O)c2ccccc21)C(=O)N1CCC(C)CC1 (stereo unspecified)
0,-1,1,COc1cc(OC)nc(/N=C/N(C)C)n1
3,-3,2,Cc1ccc(OCC(=O)NNC(=O)C2CSC3(C)CCC(=O)N23)cc1C (stereo unspecified)
-1,2,3,COc1cccc(OC)c1C(=O)Nc1ccccc1C(=O)N1CCCC1
8,3,4,Cc1c(CCNC=O)cc(C)c2c3c(oc12)CCCC3
12,1,-4,CC(=NNC(=S)Nc1cccc(C)c1)c1ccccn1

# Next structures follow:
PAFAH1B3 inh,PAFAH2 inh,PAFAH1B2 FP inh,canonical_smiles
-2,-2,-4,Cc1ccc(C(=O)NCCN2CCOCC2)cc1S(=O)(=O)N1CCCCC1
0,-9,1,Cc1cc2c(cc1C)N(C(=O)CCl)CCN2C(=O)CCl
14,2,2,CCC1([N+](=O)[O-])COC(c2ccc(Cl)cc2)OC1 (stereo unspecified)
-2,-1,-3,COc1cc(CN2CCNC(=O)C2CC(=O)N(C)CCN2CCOCC2)cc(OC)c1 (stereo unspecified)
7,-6,1,O=C(c1ccc(Cl)cc1)N1CCC2CC1c1cc(-c3ccccc3)ccc12 (stereo unspecified)
-12,-6,-7,CCOc1ccc(C(=O)CCC(=O)Nc2ccc(C)c(S(=O)(=O)N3CCCCC3)c2)cc1
11,5,4,COCCC(=O)N1CCC(Oc2ccc(C(=O)NC(C)CCn3cccn3)cc2)CC1 (stereo unspecified)
7,10,8,O=C(O)c1ccc2c(c1)S(=O)(=O)c1ccccc1C2=O
5,3,5,CCOc1ccc(CN(C)CC(=O)Nc2ccccc2C(=O)NC2CC2)cc1
2,2,1,Clc1nc(NCCc2ccccc2)c2cn[nH]c2n1
1,1,6,O=C(c1c[nH]c2ccc(S(=O)(=O)N3CCOCC3)cc2c1=O)N1CCN(c2ccccn2)CC1
6,-3,0,C=CCN(Cc1cc(OC)ccc1OC)C(=O)c1cc2ccc(OC)cc2[nH]1
4,4,1,O=C(Nc1ccnn1C1CCN(C(=O)c2cccc(C(F)(F)F)c2)CC1)C1CC1
2,1,13,COc1ccc(CNCc2c(F)cccc2F)cc1OC
3,11,-2,COc1cc(C(=O)NCCNC(=O)c2ccco2)cc(OC)c1OC
-9,2,-1,CCN(C(=O)COC(=O)c1ccccc1Oc1ccccc1)c1c(N)n(Cc2ccccc2)c(=O)[nH]c1=O
-2,5,6,CC(=O)OCC1=C(C(=O)O)N2C(=O)C(NC(=O)COc3ccc(F)cc3)C2SC1 (stereo unspecified)
2,2,2,COc1ccc(Nc2cc(C)nc3ncnn23)cc1
2,-6,3,CCOc1ccc(NC(=O)CCC(=O)NNC(=O)c2ccccc2Cl)cc1
10,-4,0,NC(=S)c1ccc[n+]([O-])c1
4,-1,2,COCCCNC(=S)NNC(=O)c1cc(C2CC2)nc2ccccc12
2,-3,6,COc1cc(N)c2ncccc2c1Cl
8,-3,-2,Cc1ccccc1C(=O)Nc1ccnn1C1CCN(CCCc2ccccc2)CC1
11,14,13,O=C1OC(c2ccccc2)(c2cc(Br)c(O)c(Br)c2)c2ccccc21 (stereo unspecified)
1,0,-7,O=C(NCc1ccccc1)c1c(O)c2ccccc2[nH]c1=O
3,10,4,CC(Cc1ccccc1)N1CCCC1=O (stereo unspecified)
0,13,1,Cc1ccc2c(nc3s/c(=C/c4cccs4)c(=O)n32)c1C
8,7,9,O=C1CC(c2ccccc2)=C(c2ccccc2)C1c1ccccc1 (stereo unspecified)
-2,-4,-1,O=C(Nc1ccc(Cl)c(S(=O)(=O)N2CCCC2)c1)c1nn(CCO)c(=O)c2ccccc12
0,11,3,COc1ccccc1CN1CC(C(=O)NCc2cc(F)ccc2C)CCC1=O (stereo unspecified)

# An excerpt of these results, with bars between the fields:
compound | PAFAH1B3 inh | PAFAH2 inh | PAFAH1B2 FP inh
CC(=NNC(=S)Nc1cccc(C)c1)c1ccccn1 | 12 | 1 | -4
Cc1ccc(C(=O)NCCN2CCOCC2)cc1S(=O)(=O)N1CCCCC1 | -2 | -2 | -4

# New compounds follow.
PAFAH1B3 inh,PAFAH2 inh,PAFAH1B2 FP inh,canonical_smiles
5,27,4,COc1ccc(Cc2nnc(NC(=O)Cc3cccs3)s2)cc1
15,-2,6,Nc1ccc2c(c1)C(=Cc1cccnc1)c1ccccc1-2
11,3,3,CC(=O)OCC(=O)C1(O)CCC2C3CC(F)C4=CC(=O)CCC4(C)C3C(O)CC21C (stereo unspecified)
-5,-1,2,CCOc1ccccc1N(CC(=O)N1CCOCC1)S(=O)(=O)c1ccc(SC)cc1
9,14,6,Cc1ccc(C(=O)OCC(=O)Nc2ccccc2C(F)(F)F)cc1S(=O)(=O)N1CCCCC1
26*,3,1,COCCNC(=O)/C(C#N)=C/c1ccc(OC(=O)c2cccs2)c(OC)c1
-1,2,7,O=[N+]([O-])c1cccc(OCCN2CCC(Cc3ccccc3)CC2)c1
4,10,0,C=CCn1c(SCCN)nnc1-c1cccc(S(=O)(=O)N2CCOCC2)c1
8,-2,5,Cc1cc(C)n(-c2ccc(NC(=O)C3CCCCN3C(=O)c3ccoc3)cc2)n1 (stereo unspecified)
7,-8,0,O=C(Nc1cccnc1)c1cccc(S(=O)(=O)Nc2ccccc2F)c1
7,9,5,CCOC(=O)N1CCN(C(=O)CNC(=O)c2ccc(Br)o2)CC1
7,6,8,O=C1Nc2ccc3c(c2C1=Cc1cc2c(cc1Br)OCO2)OCO3
45*,50*,52*,COc1cccc2c1C(=O)c1c(O)c3c(c(O)c1C2=O)CC(O)(C(C)=NNC(=O)c1ccc(Cl)c(Cl)c1)CC3OC1CC(N)C(O)C(C)O1 (stereo unspecified)
2,-2,6,CSCC[C@H](NC(=O)C1CCC(CNC(=O)[C@@H]2CCCN2C(=O)OC(C)(C)C)CC1)C(=O)O (stereo partly specified)
8,-1,7,COc1cccc(NC(=O)CN(C)C(=O)CC2CCCC2)c1
11,15,1,C#CCOCCOCCOCCNc1nc(N2CCN(C(=O)Cn3cc(CCO)nn3)CC2)nc(N2CCN(C(=O)Cn3cc(CCO)nn3)CC2)n1
3,-6,1,CN1C[C@H]2CON(C)[C@H]2C[C@H]1c1cccc(N2CCOCC2)c1
4,10,10,CC(=O)c1c(C)[nH]c(C(=O)OCC(=O)Nc2c(C)n(C)n(-c3ccccc3)c2=O)c1C
4,-1,-3,Cc1nc2c(C)cccn2c1/C(O)=C1\C(=O)C(=O)N(CCN(C)C)C1c1cccs1 (stereo unspecified)
23,-39,3,CC1OC(Oc2c(-c3cc(O)c(O)c(O)c3)oc3cc(O)cc(O)c3c2=O)C(O)C(O)C1O (stereo unspecified)
14,3,11,COc1ccc(/C=N/Nc2nc3ccccc3s2)cc1O
6,7,8,CN(C)c1ccc(C2N(C)C(=O)c3ccccc3N2C)cc1 (stereo unspecified)
-13,-5,-5,Oc1ccc(C[C@H]2CNC(=S)N2CC2CCCN2C[C@H](Cc2ccc(O)cc2)N2C[C@H](Cc3ccc(O)cc3)N(CC3CCCCC3)C2=S)cc1 (stereo partly specified)
7,1,-2,COc1cc2c(cc1OC)C(C)N(S(=O)(=O)c1cccs1)CC2 (stereo unspecified)
4,-5,6,COc1ccccc1CNS(=O)(=O)CCNC1CC1
3,12,-10,Cc1ccc(S(=O)(=O)N(C)C[C@@H]2Oc3ccc(NS(=O)(=O)c4ccccc4)cc3CC(=O)N([C@@H](C)CO)C[C@H]2C)cc1
7,-5,-3,Cc1nc2nc3c(cn2n1)C(=O)CC(c1ccccc1)C3 (stereo unspecified)
7,-4,2,CCOc1ccc(OCCC(=O)OC(C)C(=O)Nc2ccc(Cl)cn2)cc1 (stereo unspecified)
5,7,2,Cc1noc(C)c1COc1ccc(C(=O)N2CCN(S(=O)(=O)c3ccc(F)cc3)CC2)cc1
4,0,-3,NNC(=O)c1oc2nc(-c3ccc(Cl)cc3)cc(-c3ccccc3)c2c1N

# As entered above.
# Reading of Cc1ccc(S(=O)(=O)N(C)C[C@@H]2Oc3ccc(NS(=O)(=O)c4ccccc4)cc3CC(=O)N([C@@H](C)CO)C[C@H]2C)cc1 in PAFAH2 inh: 12
# Reading of CCOc1ccc(OCCC(=O)OC(C)C(=O)Nc2ccc(Cl)cn2)cc1 (stereo unspecified) in PAFAH2 inh: -4
# Reading of CSCC[C@H](NC(=O)C1CCC(CNC(=O)[C@@H]2CCCN2C(=O)OC(C)(C)C)CC1)C(=O)O (stereo partly specified) in PAFAH1B3 inh: 2
# Reading of NNC(=O)c1oc2nc(-c3ccc(Cl)cc3)cc(-c3ccccc3)c2c1N in PAFAH1B2 FP inh: -3
# Reading of COc1ccc(Cc2nnc(NC(=O)Cc3cccs3)s2)cc1 in PAFAH2 inh: 27

# Part of the list above in order of formula weight, rising:
PAFAH1B3 inh,PAFAH2 inh,PAFAH1B2 FP inh,canonical_smiles
14,3,11,COc1ccc(/C=N/Nc2nc3ccccc3s2)cc1O
7,-8,0,O=C(Nc1cccnc1)c1cccc(S(=O)(=O)Nc2ccccc2F)c1
4,0,-3,NNC(=O)c1oc2nc(-c3ccc(Cl)cc3)cc(-c3ccccc3)c2c1N
4,10,0,C=CCn1c(SCCN)nnc1-c1cccc(S(=O)(=O)N2CCOCC2)c1
2,-2,6,CSCC[C@H](NC(=O)C1CCC(CNC(=O)[C@@H]2CCCN2C(=O)OC(C)(C)C)CC1)C(=O)O (stereo partly specified)
3,12,-10,Cc1ccc(S(=O)(=O)N(C)C[C@@H]2Oc3ccc(NS(=O)(=O)c4ccccc4)cc3CC(=O)N([C@@H](C)CO)C[C@H]2C)cc1

# Other records:
PAFAH1B3 inh,PAFAH2 inh,PAFAH1B2 FP inh,canonical_smiles
9,-2,1,COc1ccc(N2CCN(CCNC(=O)Nc3ccc([N+](=O)[O-])cc3OC)CC2)cc1
4,3,1,O=C(Cc1ccc(NC(=O)C2CCCN(C(=O)C3CC3)C2)cc1)Nc1cccc(C(=O)N2CCCCC2)c1 (stereo unspecified)
6,-5,1,Nc1ccc(-c2cn3cccnc3n2)cc1
2,7,2,COc1ccc(C)cc1NC(=O)NC1CCCCCCC1

# Screens (PubChem BioAssay)

# These rows are one share of the data. The share of hits here may be higher or lower than overall.
